H9c2 TAG inh: triacylglycerol accumulation inhibition. H9c2 cells, Nile Red lipid (TAG) fluorescence; cells loaded with 200 µM oleic acid. inhibition, % at 12.5 µM. 0.66% of 230,000 active. AID 651582;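 active = pattern-corrected inhibition of lipid staining of at least 50% with the nuclear-stain viability signal not falling by more than 50%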;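 also: 0% = DMSO wells and 100% = triacsin C control wells; some results filed as inactive read as strong as hits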
H9c2 TAG inh DAPI viability: also measured in H9c2 TAG inh; calls as there; DAPI nuclei signal change (viability), lower = more cytotoxic, %;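 whole-well DAPI fluorescence read on a plate reader as a viability signal; minus 50 percent equals half of cells still viable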
* marks the source's active call; other numbers are inactive results.

smiles | H9c2 TAG inh DAPI viability | H9c2 TAG inh
O=C(CSCc1ccc(Cl)cc1)N1CCN(Cc2ccc3c(c2)OCO3)CC1 | 0 | 10
COc1cc(NC(=O)C(=O)NCCN(C)C)c(OC)cc1Cl | 6 | 5
Cc1cc([N+](=O)[O-])cc(/C=N/n2c(C)nc3ccccc3c2=O)c1O | 0 | 6
O=c1c2ccccc2nnn1CSc1nnc(-c2cccs2)n1Cc1ccccc1 | 1 | -11
CCCCNS(=O)(=O)c1ccc2nc(-c3cccnc3)cc(C(=O)NC3CCCC3)c2c1 | 5 | 6
C=CCN(C(=O)C1=NN(C2CCS(=O)(=O)C2)C(=O)CC1)c1nc(-c2ccc([N+](=O)[O-])cc2)cs1 (stereo not drawn) | -15 | 3
Cc1ccc(C(=O)NCC(=O)N/N=C/c2cccs2)cc1C | 7 | 12
O=C1CSC(c2cccc([N+](=O)[O-])c2)N1c1c(F)cccc1F (stereo not drawn) | -4 | 5
CN1CCN(C(=O)c2ccccc2NC(=O)C(C)(C)C)CC1 | 3 | -10
CC(C)(C)N=C1C([N+](=O)[O-])=CC=C2C1=NC1(CCCCC1)N2O | 0 | 4
COc1ccc(C(=O)Nc2nnc(SCC(=O)NCc3ccco3)s2)cc1OC | 12 | -14
O=[N+]([O-])c1cc([N+](=O)[O-])c(Oc2c(F)cccc2F)cc1NN1CCCCC1 | -1 | -3
COc1ccc(C=CC(=O)c2ccc(OCc3ccccc3)c(OC)c2)cc1OC | 4 | 7
CC(NC(=O)c1ccccc1Cl)C(=O)N1CCN(Cc2ccc3c(c2)OCO3)CC1 (stereo not drawn) | -8 | 4
CC1(C)OC(=O)C=C[C@]2(C)[C@H]3CC[C@@]4(C)[C@H](C(=O)O)OC(=O)[C@H]5O[C@]54[C@]3(C)C(=O)C[C@@H]12 | 16 | -4
COc1ccc(NC(=O)C2Cc3c(-c4cccc(NC(C)=O)c4)ccnc3O2)cc1OC (stereo not drawn) | -16 | 9
COc1ccc2nc(SCc3cccnc3)c(C#N)cc2c1 | -3 | 11
NC(=O)c1sc2nc(-c3ccccc3)ccc2c1N | -3 | -16
O=C(CSc1ccccc1C(=O)O)c1ccc([N+](=O)[O-])cc1 | -4 | 2
CCOC(=O)COC(=O)c1ccc(Oc2cc(C)nc(SC)n2)cc1 | 2 | -13
OC1(c2ccc(Cl)cc2)CCN(Cc2cn[nH]c2-c2ccc(F)cc2)CC1 | -5 | 12
COc1ccccc1CNC(=O)CN1c2cccc3cccc(c23)S1(=O)=O | -1 | -10
Nc1[nH]n(-c2ccccc2)c(=O)c1N=Nc1ccc2ncsc2c1 | 3 | 7
Cc1ccc(S(=O)(=O)NCc2cn3c(C)csc3n2)cc1 | -9 | -7

Gathered by group: those above with an aryl thioether with sulfur outside any ring
smiles | H9c2 TAG inh DAPI viability | H9c2 TAG inh
O=c1c2ccccc2nnn1CSc1nnc(-c2cccs2)n1Cc1ccccc1 | 1 | -11
COc1ccc(C(=O)Nc2nnc(SCC(=O)NCc3ccco3)s2)cc1OC | 12 | -14
COc1ccc2nc(SCc3cccnc3)c(C#N)cc2c1 | -3 | 11
O=C(CSc1ccccc1C(=O)O)c1ccc([N+](=O)[O-])cc1 | -4 | 2
CCOC(=O)COC(=O)c1ccc(Oc2cc(C)nc(SC)n2)cc1 | 2 | -13

The list goes on.
smiles | H9c2 TAG inh DAPI viability | H9c2 TAG inh
Cc1onc(-c2c(Cl)cccc2Cl)c1NC(=O)N(C)N | 8 | -9
COc1cccc(-c2cc(N)nn2C(=O)Nc2ccc(Cl)cc2)c1 | -2 | 2
CCn1nc(C)cc1C(=O)N1CCCC(N2CCN(c3cccc(Cl)c3)CC2)C1 (stereo not drawn) | -5 | 4
O=C(Nc1cccs1)Nc1ccccc1Cl | -1 | -19
CC1CCCCN1C(=O)Cn1c(=O)oc2cc(S(=O)(=O)N3CCCC3)ccc21 (stereo not drawn) | 10 | -1
O=C(OC1CCCCC1=O)c1cc(=O)c2ccccc2o1 (stereo not drawn) | -1 | -7
COc1ccc(N(CC(=O)Nc2ccc(S(=O)(=O)N3CCOCC3)cc2)S(=O)(=O)c2ccc(F)cc2)cc1 | -13 | 7
CC(=O)C1=C(O)CC(c2ccccc2)CC1=NCCc1c(C)[nH]c2ccc(C)cc12 (stereo not drawn) | -1 | -4
COCC1CCCN(Cc2cn[nH]c2-c2cc3ccccc3o2)C1 (stereo not drawn) | 4 | -11
C/C(=N/NC(=O)c1ccc(C)s1)c1ccncc1 | -2 | 4
CC(=O)N(C)/C=C1\Sc2ccccc2C1=O | -4 | -4
COc1ccc(-n2c(Cc3cccn3C)nnc2SCC(=O)NCC2CCCO2)cc1 (stereo not drawn) | -3 | 5
CCN(CC)c1ccc(CNc2nc3ccccc3n2C)cc1 | 0 | -6
CC1=C(C(=O)OCc2ccccc2)C(c2cccs2)N2C(=O)CCSC2=N1 (stereo not drawn) | 1 | 5
N#Cc1cccc(N2[C@@H](Cc3cc4ccccc4n3Cc3ccccc3)COC[C@H]2Cc2ccc3ccccc3c2)c1 | -3 | 8
O=C(/C(=C/c1cccnc1)n1ccnc1)c1ccc(Cl)cc1Cl | -4 | 10
CC(=O)Oc1ccc2c(c1)C(=O)c1ccccc1CO2 | 6 | 0
CSc1nnc(Cc2ccc3c(c2)OCO3)o1 | -5 | -5
COc1ccc(Cl)cc1-c1cc(C(=O)Nc2ccc(Br)cc2)[nH]n1 | 7 | -6
O=C(CCc1nc2ccccc2c(=O)[nH]1)NCCN1C(=O)S/C(=C\c2ccccc2Cl)C1=O | -8 | 5
COc1cc(Br)c(-c2sc(Nc3ccccc3)n[n+]2-c2ccc(F)cc2)cc1OC | 1 | 10
Cc1cccc(-c2noc(CN(C(=O)c3ccc4c(c3)OCO4)C(C)C)n2)c1 | -8 | 7
COC(=O)c1ccc(NC(=O)C2CC3CCC2C3)cc1 (stereo not drawn) | 3 | -1
COc1ccc(CN2CCN(C(=O)c3ccc(S(=O)(=O)N4CCCCCC4)cc3)CC2)cc1 | 3 | -7
O=C(NCc1cccc(Cl)c1)c1ccc(-c2cccnc2)c2ccoc12 | 0 | 3
CC1CC(=O)NN=C1c1ccc(N)c([N+](=O)[O-])c1 (stereo not drawn) | 8 | 7
N#CCSc1nc2cc(C(=O)N3CCCC3)ccc2c(=O)n1Cc1ccccc1 | -4 | -8
c1csc(Cc2nn3c(-c4n[nH]c5c4CCC5)nnc3s2)c1 | 8 | -14
Cc1cc(Nc2ccc(Cl)cc2)nc(N2CCOCC2)n1 | -22 | 39
CC(C)c1ccc(CC(=O)N2CCC2(C)C(=O)Nc2cnc3ccccc3c2)cc1 (stereo not drawn) | -7 | -4
CSc1ccc(C(=O)C2CCCN(C(=O)c3ccc(C)nc3)C2)cc1 (stereo not drawn) | -5 | -1
COc1ccc(NS(=O)(=O)c2cc3c(cc2C)NC(=O)CO3)c(OC)c1 | 11 | -1
CCn1c(C)cc(O)cc1=O | -4 | -9
CCOC(=O)C1=C(C)OC(=Cc2ccc(OC)cc2)C1=O | 9 | -17
CN1CCN(c2ccccc2NC(=O)c2cccc([N+](=O)[O-])c2)CC1 | 2 | 6
COC(=O)c1ccc(N2CCN(S(=O)(=O)c3ccc4ccccc4c3)CC2)c([N+](=O)[O-])c1 | -9 | -7

Structures listed so far with a COOH group (2):
smiles | H9c2 TAG inh DAPI viability | H9c2 TAG inh
CC1(C)OC(=O)C=C[C@]2(C)[C@H]3CC[C@@]4(C)[C@H](C(=O)O)OC(=O)[C@H]5O[C@]54[C@]3(C)C(=O)C[C@@H]12 | 16 | -4
O=C(CSc1ccccc1C(=O)O)c1ccc([N+](=O)[O-])cc1 | -4 | 2

New compounds follow:
smiles | H9c2 TAG inh DAPI viability | H9c2 TAG inh
Cc1cc(N2CCC(C)CC2)n2nc(C)c(-c3ccccc3)c2n1 | 15 | -10
CC(C)(C)c1ccc(NC(=O)c2c(F)cccc2Cl)cc1 | 3 | 3
CSc1ccc(CCNC(=O)CCc2nnc3ccc(N4CCCCC4)nn23)cc1 | -6 | 5
Cc1cc(C)c2oc(-c3cccc(NC(=O)c4ccc(F)cc4)c3)nc2c1 | -1 | 9
COc1ccc2c(-c3ccc(OCCN4CCOCC4)cc3)c(-c3ccccc3OC)sc2c1 | 19 | 1
O=C(Nc1nc(OCC(F)(F)F)cnc1/C=C\c1ccccc1)c1ccccc1 | 1 | 4
O=C(N1CCCCCC1)N1CCN(S(=O)(=O)c2cccc([N+](=O)[O-])c2)CC1 | -2 | 6
COc1cc2c(cc1OC)C1=C(C#N)COCN1CC2 | 6 | -5
CC(C)(C)c1csc(NC(=O)Cn2cnc3ccccc3c2=O)n1 | 9 | 3
CC(C)CCNC(=O)c1c(CSc2ccccc2)noc1C(=O)NCc1ccccc1 | 4 | -4
Cc1ccc(N=C/C(C(=O)C(F)(F)F)=C(\O)c2cccs2)cc1 | 10 | 11
CN1CCN(c2oc(-c3ccccc3F)nc2S(=O)(=O)c2ccc(Cl)cc2)CC1 | 11 | -2
CC(C)c1[nH]nc2c1C(Cc1ccccc1)C(C#N)=C(N)O2 (stereo not drawn) | 0 | 16
Cc1n[nH]c(C)c1CCN(C)Cc1cn(C)nc1-c1ccc2c(c1)OCCO2 | -6 | 12
COc1ccccc1C1CCN(c2cc(O)ccc2[N+](=O)[O-])CC1 | 6 | -3
CCO[C@@H]1OC(C(=O)Nc2ccccc2)=C[C@H](c2ccc3c(c2)OCO3)[C@H]1CCCO | 3 | -8
CCOC(=O)NNS(=O)(=O)c1cc(Br)ccc1Br | 5 | 1
CC1=C(C#N)C(NC(=O)C2CC2)(C(F)(F)F)C(=O)N1 (stereo not drawn) | -2 | 1
COc1ccc(NCC(=O)Nc2ccc(Br)cc2F)c(OC)c1 | -6 | 10
CCOP(=O)(OCC)C(Nc1cccc([N+](=O)[O-])c1)c1ccc(OC)cc1 (stereo not drawn) | -4 | -4
Cc1cc(C)n(-c2ccc(NC(=O)C3CCCCN3C(=O)c3cccs3)cc2)n1 (stereo not drawn) | -5 | 5
O=S(=O)(NN=C1CCCCCCC1)c1ccc(Br)cc1 | 2 | -3
CCOC(=O)c1c(C)[nH]c(C(=O)C(C)OC(=O)c2cccc(OCc3c(C)noc3C)c2)c1C (stereo not drawn) | 3 | 12
C=C1CCN([C@H](C(=O)Nc2ccc(OC)cc2)C(C)C)S(=O)(=O)c2ccccc21 | -4 | 2
C=CCN1C(=O)c2ccc(C(=O)NCCc3ccc(F)cc3)cc2C1=O | -25 | -6
COC(=O)c1c(NC2=NS(=O)(=O)c3ccccc32)sc2c1CCC(C(C)(C)C)C2 (stereo not drawn) | 1 | 48
COc1ccc(C(CNC(=O)C(=O)Nc2ccc3c(c2)OCCO3)N2CCN(C)CC2)cc1 (stereo not drawn) | 4 | -6
CC[C@]12c3[nH]c4cc(CCC(=O)N(C)C)ccc4c3CCN1C(=O)[C@@H](CC(=O)NC/C=C(\C)CCC=C(C)C)C[C@@H]2C(=O)N1CCN(C(=O)c2ccco2)CC1 | 0 | 8
CS(=O)(=O)N1CCc2cc(S(=O)(=O)NCCNS(=O)(=O)c3ccc4c(c3)CCN4S(C)(=O)=O)ccc21 | -4 | 2
CC(=O)Nc1cc(-c2ccc(CO)cc2)cn2c(-c3cccc(C(F)(F)F)c3)cnc12 | -7 | 0
COc1ccc(N(CC(O)Cn2c3ccccc3c3ccccc32)S(=O)(=O)c2ccccc2)cc1 (stereo not drawn) | 4 | 17
CCn1c(SCC(=O)N(Cc2ccccc2)C2CCS(=O)(=O)C2)nc2ccccc2c1=O (stereo not drawn) | 13 | -26
Cc1cccc(OCC(=O)NCc2nc(-c3ccccc3)no2)c1 | -5 | -10
Cc1ccc(NC(=O)COc2ccc(/C=N\NC(=O)c3cccnc3)cc2)cc1C | 8 | -10
Cc1cc(NC(=O)c2ccc3c(c2)C(=O)N(Cc2cccnc2)C3=O)no1 | 10 | -7
CC1(C)COC(c2cccc([N+](=O)[O-])c2)OC1 | -4 | -4
Cc1cc(C)cc(OCC(=O)O/N=C(\N)c2ccccn2)c1 | -3 | 7
O=C(CN1CCN(S(=O)(=O)c2ccc(F)cc2)CC1)c1ccc(O)c(O)c1 | -10 | 5
CCCn1c(C)cc(C(=O)CN2C(=O)c3cccc(N)c3C2=O)c1C | 18 | 1
Cc1ccc2c(c1)CCCN2C(=O)CSc1ccccc1 | 1 | -1
C/C(N)=C(/C#N)C(=O)CSc1nnc(-c2ccccc2Br)o1 | -1 | -9
COc1ccccc1OCC(=O)N/N=C/c1c(O)ccc2ccccc12 | -10 | 3
CC(=O)c1ccc(OCc2c(-c3ccccc3)nnn2CC(=O)NS(=O)(=O)c2ccc(C)cc2)cc1 | 0 | 5
Cn1cccc1CC(=O)N/N=C\c1cccs1 | 10 | 2
O=C(O)c1cc(-c2ccc(/C=N/N3C(=O)C4C5C=CC(C6CC56)C4C3=O)o2)ccc1Cl (stereo not drawn) | 1 | 7
CCOC(=O)N/N=C/c1c(C)c(C(=O)c2ccc(F)cc2)n2ccccc12 | -5 | 10
Cc1ccc(-c2nn(Cc3ccccc3)cc2C(=O)N2CCN(c3ccccn3)CC2)cc1 | -4 | 7
COc1cccc(NC(=O)Nc2ccncc2)c1 | -1 | -4
CC(=O)Nc1ccc(S(=O)(=O)N2CCC(c3nnc(-c4ccc(C)cc4)o3)CC2)cc1 | -2 | -11
CCCc1nc(NCc2ccncc2)c2nnn(Cc3ccccc3F)c2n1 | 5 | 13
CS(=O)(=O)c1ccc(C(=O)N(CCc2ccccc2)Cc2ccccc2)cc1 | -7 | 5

Source: PubChem

The list is partial (hit frequency here may not be typical).
